High-throughput results as filed in PubChem.
UBC13 inh – human UBC13 polyubiquitination inhibition; P61088; UBC13 polyubiquitin chain formation, TR-FRET; inhibition, % at 20 µM; actives 0.47% (n = 330,000); in the data active = inhibition above about 45%, passing the limit was not always enough
697 NFkB inh – inhibitors of the PMA/ionomycin-induced NF-kB reporter in 697 B cells; AID 435022; 697 B-cell NF-kB luciferase reporter, 16 h; inhibition, % at 4 µM; actives 0.33% (n = 330,000); in the data active = inhibition above about 35%
Apaf1 inhib – inhibitors of human Apaf-1 apoptosome. O14727. reconstituted apoptosome caspase-3 activity, DEVD-Rh110 fluorescence. inhibition, % at 20 µM. actives 0.71% (n = 330,000). AID 489030; active = inhibition of at least 40% at 20 µM;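 also: plate controls were DMSO wells for no effect and DEVD-CHO caspase inhibitor wells for full effect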
Target sequence (O14727 whole entry, looked up): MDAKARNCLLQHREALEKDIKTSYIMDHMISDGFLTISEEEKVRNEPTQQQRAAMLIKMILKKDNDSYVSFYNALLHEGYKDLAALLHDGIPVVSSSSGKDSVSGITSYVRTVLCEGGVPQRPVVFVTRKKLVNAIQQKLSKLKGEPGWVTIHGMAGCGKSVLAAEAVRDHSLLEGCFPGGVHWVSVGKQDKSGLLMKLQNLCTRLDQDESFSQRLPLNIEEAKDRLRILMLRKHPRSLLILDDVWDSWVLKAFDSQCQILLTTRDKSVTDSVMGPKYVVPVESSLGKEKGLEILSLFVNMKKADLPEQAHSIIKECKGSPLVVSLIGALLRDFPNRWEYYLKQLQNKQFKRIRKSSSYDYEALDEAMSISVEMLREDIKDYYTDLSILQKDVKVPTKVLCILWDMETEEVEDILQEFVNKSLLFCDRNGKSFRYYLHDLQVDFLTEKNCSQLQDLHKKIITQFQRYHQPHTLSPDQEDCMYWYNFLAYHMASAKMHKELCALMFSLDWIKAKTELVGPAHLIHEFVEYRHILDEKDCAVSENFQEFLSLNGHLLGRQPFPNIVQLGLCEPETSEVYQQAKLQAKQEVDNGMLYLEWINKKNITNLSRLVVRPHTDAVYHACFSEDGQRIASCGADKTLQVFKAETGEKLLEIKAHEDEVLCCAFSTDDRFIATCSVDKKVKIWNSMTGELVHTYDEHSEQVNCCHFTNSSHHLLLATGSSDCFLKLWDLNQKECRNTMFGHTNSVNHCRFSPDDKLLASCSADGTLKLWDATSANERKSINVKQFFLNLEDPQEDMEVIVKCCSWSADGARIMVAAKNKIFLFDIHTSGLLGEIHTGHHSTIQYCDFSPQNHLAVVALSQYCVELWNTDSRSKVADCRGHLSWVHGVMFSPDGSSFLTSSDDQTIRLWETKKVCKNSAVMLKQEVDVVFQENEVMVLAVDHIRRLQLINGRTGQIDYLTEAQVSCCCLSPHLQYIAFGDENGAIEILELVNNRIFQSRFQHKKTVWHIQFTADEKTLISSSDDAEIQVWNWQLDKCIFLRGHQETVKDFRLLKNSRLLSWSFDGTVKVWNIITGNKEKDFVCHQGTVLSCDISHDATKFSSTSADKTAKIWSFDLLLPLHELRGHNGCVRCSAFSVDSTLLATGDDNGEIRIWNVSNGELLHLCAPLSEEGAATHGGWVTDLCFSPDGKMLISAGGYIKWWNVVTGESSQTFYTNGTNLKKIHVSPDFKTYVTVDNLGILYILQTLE
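Material: cell-free apoptosome with Apaf-1, procaspase-3 and caspase-9; Buffer or medium: Hepes pH 7.5 with detergent and BSA; Reagent: cytochrome c trigger plus (Z-DEVD)2-Rh110 caspase-3 substrate; Times: compound with Apaf-1, dATP, procaspase-3 30 min, then 50 min reaction, room temperature; Technique: Rh110 fluorescence intensity.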
SENP8 inh – blocks the human protease SENP8; Q96LD8; purified SENP8, Z-RLRGG-aminoluciferin cleavage, luminescence; inhibition, % at 10 µM; actives 1.2% (n = 330,000)
Gli-Sufu antag – blocks Gli-Sufu signaling in a luciferase reporter. Sufu-KO-LIGHT fibroblasts, Gli luciferase reporter luminescence. inhibition, % at 5 µM. actives 0.74% (n = 340,000). AID 588413;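 active = inhibition above about 55%, limit read from the data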;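 also: 0% = DMSO-treated cells and 100% = wells with medium but no cells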
CCR6 antagonist – CCR6 (human) receptor antagonism. P51684. CHO-K1 CCR6 PathHunter beta-arrestin, luminescence, CCL20-stimulated. inhibition, % at 20 µM. actives 0.49% (n = 340,000). AID 493098;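 active = compounds whose inhibition of the agonist-driven luminescence signal at 20 µM reaches about 50%, limit read from the data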;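 also: cells stimulated with CCL20 at 14 nM final; plate controls were DMSO with CCL20 for no effect and DMSO without agonist for full effect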
EBI2 block – EBI2 (human) antagonism; P32249; actives 0.81% (n = 360,000); EBI2 beta-arrestin recruitment, luminescence, 7a,25-OHC stimulated; inhibition, % at 5 µM; AID 651636; in the data active = inhibition above about 38%;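 also: enzyme fragment complementation signal reports receptor beta-arrestin coupling in cells; 0% = agonist plus DMSO wells and 100% = wells without agonist; some results beyond the cut were filed as inactive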
Jurkat NFkB inh – inhibitors of the PMA/ionomycin-induced NF-kB reporter in Jurkat cells | PMA/ionomycin-induced NF-kB luciferase reporter, luminescence | inhibition, % at 4 µM | actives 0.53% (n = 330,000) | AID 435003
Active calls of the source: *; . = no result given. Rule as the data show it, unless noted: active = inhibition above about 50%; inactive = the rest. These rows are one share of the data, so the mix of outcomes need not match the whole.

SMILES	UBC13 inh	697 NFkB inh	Apaf1 inhib	SENP8 inh	Gli-Sufu antag	CCR6 antagonist	EBI2 block	Jurkat NFkB inh
COc1ccc(CN(C(=O)/C=C/c2ccco2)C2CCS(=O)(=O)C2)cc1 (centres undefined)	-7	3	-19	6	7	3	1	-4
CSc1ccc(C(=O)C2CCCN(S(=O)(=O)c3c(C)noc3C)C2)cc1 (centres undefined)	34	-11	9	0	4	16	2	-1
CN1CCN(c2nc(-c3ccc(Cl)cc3)cc(=O)[nH]2)CC1	-2	14	-3	3	1	-7	6	4
COCCn1c(SCC(=O)Nc2ccccc2)nnc1-c1ccoc1C	3	15	-2	-6	-2	5	11	-1
CC(=O)CSc1nnc(-c2ccc(S(=O)(=O)N3CCCC3)cc2)n1C	1	0	1	3	-15	-3	-7	4
COc1ccccc1NC(=O)Cn1cc(C(=O)c2ccco2)c2ccccc21	35	11	-16	-5	56*	12	2	-5
O=C(COC(=O)c1ccc(Br)o1)NCc1ccc2c(c1)OCO2	-10	-8	3	-6	-1	-3	-11	-2
CC(C)Oc1ccc(C(=O)Nc2ccc(N3CCN(C(=O)c4ccco4)CC3)cc2)cc1	4	-7	0	0	1	2	3	32
CCOC(=O)c1ccc(NC(=O)c2nc[nH]c2C(=O)NCCCCNC(=O)c2[nH]cnc2C(=O)Nc2ccc(C(=O)OCC)cc2)cc1	2	9	-7	12	27	-10	-24	67*
CN1CCN(C(=O)/C(=C/c2cccnc2)NC(=O)c2cccc(Br)c2)CC1	0	3	-16	-5	12	3	-10	3
CCc1cc2c(=O)[nH]c(N3CCOCC3)nc2s1	2	0	1	0	-8	-3	-4	-14
COC(=O)C(C)Nc1cccc(Br)c1 (centres undefined)	-9	23	-10	-3	2	-8	0	3
O=C(CN1CCN(S(=O)(=O)c2ccc(Br)cc2)CC1)N/N=C/c1ccncc1	-14	-23	7	-5	17	4	54*	-13
CSc1ccc(CN(C)C(=O)C23CC4CC(CC(Cl)(C4)C2)C3)cc1	-8	-41	20	-5	23	25	16	-11
O=C(CSc1nc2[nH]ncc2c(=O)[nH]1)Nc1ccc(F)cc1	9	6	-5	-9	1	5	4	11
O=C(NC1CCS(=O)(=O)C1)c1sc2ccccc2c1Cl (centres undefined)	11	-8	0	-4	-15	-10	3	18
Cc1nc2sc3c(=O)[nH]nnc3c2c(C)c1Br	-6	7	8	-3	-2	8	3	5
Oc1ccc(Cl)cc1Nc1nc(NCC2CCCO2)c2ccccc2n1 (centres undefined)	53*	-1	24	-10	18	-4	-49	4
Cc1ccccc1Nc1nc(N)nc(COC(=O)CCS(=O)(=O)c2ccc(Cl)cc2)n1	-4	-5	10	-11	-5	8	-15	9
O=C(O)CSCNC(=O)C12CC3CC(CC(C3)C1)C2	7	-8	-10	-3	2	7	-9	-2
COc1ccc(NC(=O)CCC(=O)Nc2nnc(C3CCCCC3)s2)c(OC)c1	6	-11	8	-6	-8	18	-9	7
O=c1c2cc(Br)ccc2nc(-c2ccccc2)n1O	2	5	4	48	3	2	-18	-5
Cc1ccc(NC(=O)C(=Cc2ccc(C(=O)O)cc2)C(=O)Nc2ccc(C)cc2C)c(C)c1	1	-137	0	3	26	7	24	32
Cn1c(CC(=O)Nc2ccccc2)c(Sc2ccccc2)c2ccccc21	-21	-26	6	-10	-1	14	21	2
Cc1ccc(S(=O)(=O)C2CCOC2=O)cc1 (centres undefined)	1	4	2	3	17	4	-2	2
CCCCn1nnc(NC(=O)c2ccco2)n1	2	-11	-2	-8	13	-20	-10	-7
O=C(N/N=C/c1cccc([N+](=O)[O-])c1)c1ccc2nc[nH]c2c1	-14	6	1	-16	3	-2	-8	-2
O=C1C=C(c2cccc(CO)c2)C[C@@H](c2ccc(F)cc2)C1	-12	13	-7	-14	-2	10	21	2
Cc1cc([N+](=O)[O-])nn1CC(=O)Nc1cnc2ccccc2c1	12	6	-7	-1	1	5	-1	4
Cc1ccc(CN2CCN(C(=O)CCC(=O)Nc3nnc(C(C)C)s3)CC2)c(C)c1	4	-12	15	3	24	16	0	0

Structures shown so far containing a nitro group on carbon:
SMILES	UBC13 inh	697 NFkB inh	Apaf1 inhib	SENP8 inh	Gli-Sufu antag	CCR6 antagonist	EBI2 block	Jurkat NFkB inh
O=C(N/N=C/c1cccc([N+](=O)[O-])c1)c1ccc2nc[nH]c2c1	-14	6	1	-16	3	-2	-8	-2
Cc1cc([N+](=O)[O-])nn1CC(=O)Nc1cnc2ccccc2c1	12	6	-7	-1	1	5	-1	4

The list goes on.
SMILES	UBC13 inh	697 NFkB inh	Apaf1 inhib	SENP8 inh	Gli-Sufu antag	CCR6 antagonist	EBI2 block	Jurkat NFkB inh
COc1ccccc1OCCCCn1ncc2ccc(OC)c(OC)c2c1=O	1	-3	10	-8	-3	13	-20	-5
CCOc1ccc(S(=O)(=O)Nc2cccnc2)cc1	3	-18	1	-5	0	9	6	-2
Cc1ccc(C)c(NC(=S)NNC(=O)c2csc3c2CCCC3)c1	-10	18	-2	8	0	28	2	9
CC(=O)Nc1nc2c(c3c1c(=O)oc1ccccc13)CCCCC2	9	12	-4	1	.	.	.	15
COc1ccc(-c2oc3cccnc3c2C#CCO)cc1	10	8	8	1	9	-1	4	-6
Cc1cccc(C)c1NC(=O)COC(=O)c1cc[n+]([O-])cc1	-6	17	-7	5	-9	6	-5	1
CCCCn1nnc(NC(=O)c2ccc(-c3ccccc3)cc2)n1	5	11	2	-5	-4	3	-4	-26
O=C(Nc1nc(-c2ccccc2)cs1)c1cccc([N+](=O)[O-])c1	2	-23	17	-2	-35	24	9	-34
c1ccc(-c2csc(Nc3cccnc3)n2)cc1	-3	-39	11	-18	-54	1	10	-81
Cc1nc2ccccc2nc1CSc1nncs1	-13	-63	11	1	4	5	-12	-18
CCSc1nnc(-c2cc(Br)ccc2N)c(=O)[nH]1	0	12	-1	-2	3	12	0	6
O=C(O)c1cc(-c2ccncc2)nc2ccc(F)cc12	-4	17	-17	1	.	.	.	1
CC(C)(C)c1ccc(C(=O)NNC(=O)c2ccccc2Br)cc1	2	-12	9	-2	-13	10	-18	-25
Cn1ccnc1SCC(=O)Nc1nc2ccccc2s1	7	-44	-7	-2	-67	-3	4	-29
Cc1ccccc1C(=O)NNC(=O)C12CC3CC(CC(C3)C1)C2	4	22	-10	10	0	5	-4	-12
CCN(CC(=O)NC(=O)NC1CCCCC1)Cc1nc2ccccc2c(=O)[nH]1	9	9	9	3	5	9	0	-2
Cc1ccccc1NC(=O)Nc1cc(-c2ccccc2)nn1C	2	0	-15	7	-12	-18	2	-4
N#CCCn1cc(C(CC(=O)c2ccc(Br)cc2)C(=O)O)c2ccccc21 (centres undefined)	-13	-6	-67	-9	-10	8	1	-1
C=C(C)C(=O)N1CC2(CC(c3cccc(NC(=O)/C(C)=C\C)c3)=NO2)C[C@H]1C(N)=O (some centres undefined)	-4	11	-6	9	-6	-3	-4	14
Cc1ccc(-c2nnn(CC(=O)N(Cc3ccco3)C(C(=O)NC(C)(C)C)c3cccs3)n2)o1 (centres undefined)	-6	-7	22	5	5	3	5	-5
COc1ccc2oc(C(=O)OC(C)C(=O)N3C(C)CCCC3C)c(C)c2c1 (centres undefined)	13	12	9	2	-13	14	10	-6
CCOc1c2ccc(C(=O)N[C@H](C)C3CCCCC3)cc2nn1CCOC	11	10	5	1	-4	15	-3	-13
CN1CCN(Cc2ccc(OCc3ccccc3)cc2)CC1	9	-42	-23	2	-4	1	2	-91
O=C(NCC1CCCO1)C1C2C=CC3(CN(Cc4cccs4)C(=O)C13)O2 (centres undefined)	8	13	-7	0	2	-19	-5	10
COCCNC(=S)N(Cc1cccnc1)Cc1ccc(OC)c(OC)c1	-12	-2	-7	-9	-9	-5	-4	9
COc1ccc(C(OCC2CO2)c2ccc(OC)cc2)cc1 (centres undefined)	-8	-2	-13	-1	.	.	.	22
O=C(c1ccccc1)c1ccc(COC(=O)c2cnccn2)cc1	-7	11	5	-1	-3	6	-10	-6
Cc1cc(=O)oc2c3c(cc(OCC(=O)NCC(=O)O)c12)OC(C)(C)CC3	14	4	-2	1	2	0	2	-15
COc1ccc(S(=O)(=O)N2CCc3cc4c(cc3C2C)OCCCO4)cc1 (centres undefined)	-4	-43	13	3	40	6	13	15
CC([NH2+][O-])C(C)(C)NO (centres undefined)	-3	-3	-2	8	-18	51*	6	11
Cc1ccc(S(=O)(=O)N(C)C)cc1NC(=S)NCCCn1ccnc1	12	7	-5	3	-1	1	6	8
CC(C)CC(=O)N/C(N)=N/c1nc2ccccc2o1	12	-132	-18	0	-65	5	19	-99
CCCC(=O)Nc1ccc(S(=O)(=O)N2CCCC2)cc1	2	-10	-20	5	-8	18	3	-2
COc1ccccc1N(C(=O)c1snc(C(N)=O)c1N)C(C(=O)NC1CCCC1)c1ccco1 (centres undefined)	26	7	-5	-3	9	12	10	-6
O=C(CSc1nnnn1C1CCCCC1)NCc1ccccc1	-3	9	14	-4	1	-1	-2	-3
COc1cc(/C=C/C(=O)Nc2ccc(OC)c(S(=O)(=O)N3CCOCC3)c2)ccc1OCC#N	3	32	-3	6	9	4	-7	7
CN(C)/C=c1\sc2c(C#N)cc(C(=O)c3ccc(Br)cc3)n2c1=O	-8	18	8	0	1	16	-13	3
O=c1[nH]c(=O)c2nnc(N/N=C\c3ccc(O)cc3)nc2[nH]1	-15	-2	5	1	-13	-6	5	-6
COC(=O)[C@@]1(C)[C@H]2C(=O)N(C)C(=O)[C@H]2[C@H]2CN=C(SCc3ccc(C#N)cc3)N21	.	-3	4	.	2	9	-2	.
CC(=O)c1cn(CC(=O)NCc2ccco2)c2ccccc12	16	-8	7	-2	6	-4	-12	-20
CCCCn1c(SCC(=O)Nc2ccc(NC(C)=O)cc2)nc2ccccc2c1=O	9	-17	-8	8	21	-5	-6	4
CC1C/C(=C\c2ccccc2[N+](=O)[O-])c2nc3ccccc3c(C(=O)O)c2C1 (centres undefined)	-8	3	12	-11	4	5	0	-5
COc1ccc(C=C2C=C(C(C)(C)C)C(=O)C(C(C)(C)C)=C2)cc1OC	-8	-82	9	1	28	22	-29	-38
CCC(=O)c1ccc(OCC(=O)OCC(=O)NC2CCCCCC2)cc1	-8	3	5	-1	-5	-13	0	6
COC(=O)c1cccc(CSc2nnc(C)s2)c1	4	-36	10	1	-39	26	-11	-23

Entries of single compounds, quoted from the list.
COc1cc(/C=C/C(=O)Nc2ccc(OC)c(S(=O)(=O)N3CCOCC3)c2)ccc1OCC#N as listed: UBC13 inh: 3; 697 NFkB inh: 32; Apaf1 inhib: -3; SENP8 inh: 6; Gli-Sufu antag: 9; CCR6 antagonist: 4; EBI2 block: -7; Jurkat NFkB inh: 7
O=C(CSc1nnnn1C1CCCCC1)NCc1ccccc1 as listed: UBC13 inh: -3; 697 NFkB inh: 9; Apaf1 inhib: 14; SENP8 inh: -4; Gli-Sufu antag: 1; CCR6 antagonist: -1; EBI2 block: -2; Jurkat NFkB inh: -3
CN(C)/C=c1\sc2c(C#N)cc(C(=O)c3ccc(Br)cc3)n2c1=O as listed: UBC13 inh: -8; 697 NFkB inh: 18; Apaf1 inhib: 8; SENP8 inh: 0; Gli-Sufu antag: 1; CCR6 antagonist: 16; EBI2 block: -13; Jurkat NFkB inh: 3

The listing continues:
SMILES	UBC13 inh	697 NFkB inh	Apaf1 inhib	SENP8 inh	Gli-Sufu antag	CCR6 antagonist	EBI2 block	Jurkat NFkB inh
CCOC(=O)c1oc2ccc(CNC(C)(C)C)c(Cl)c2c1C	-3	-44	-18	-10	4	-8	-2	2
Cc1ccc(S(=O)(=O)N2CCN(C(=O)/C=C/c3ccco3)CC2)cc1	-9	-2	2	-2	-2	-2	20	6
COCCOC(=O)C1=C(C)NC(=S)NC1c1cccs1 (centres undefined)	8	-10	5	-1	-5	10	-6	-7
CCC(C(=O)Nc1nccs1)(C(F)(F)F)C(F)(F)F	10	22	-16	3	2	8	-7	1
CCc1ccc(/C=C/C(=O)c2ccc(N3CCOCC3)cc2)cc1	7	-2	8	-15	-25	14	83*	2
Cn1nnc(NC(=S)NC(=O)c2cc(Cl)ccc2Cl)n1	3	5	5	-8	-3	47	4	-2
CN(Cc1ccccc1F)C(=O)CN1CCN(S(=O)(=O)c2ccc3c(c2)OCCCO3)CC1	8	7	13	-8	0	-6	-4	0
